# PL synth Enamine = animal cell phospholipid biosynthesis inhibition, Enamine screen; AID 1347385; ZR-82 CHO cells, pyrene fatty acid UV survival, CellTiter Blue; peroxisome-deficient CHO-K1 mutant line; plus DGAT-1, DGAT-2 and ACAT inhibitors; calls only at 10 µM; 0.4% of 20,000 active;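 active = cell survival signal 2 SD away from solvent-only control wells, confirmed on one or two retests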;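 note: 3 h compound exposure then viability read about one day after UV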
# Calls only; i = inactive; + = active, no number. Some of the compounds tested (hit frequency here may not be typical).
# A first look (four entries):
SMILES,PL synth Enamine
CN=c1scc(-c2ccc(OC(F)F)cc2)n1/N=C/c1ccc(OC)c(OC)c1OC,i
Cc1nc(SCC(N)=O)n(CC(C)C)c1C,i
Cc1ccc(-c2noc(COc3ccc(C(C)C)cc3)n2)cc1,i
COc1cc(/C=C/c2ccc3ccccc3n2)cc(Br)c1O,i

# This part in full, previewed entries included:
SMILES,PL synth Enamine
CN=c1scc(-c2ccc(OC(F)F)cc2)n1/N=C/c1ccc(OC)c(OC)c1OC,i
Cc1nc(SCC(N)=O)n(CC(C)C)c1C,i
Cc1ccc(-c2noc(COc3ccc(C(C)C)cc3)n2)cc1,i
COc1cc(/C=C/c2ccc3ccccc3n2)cc(Br)c1O,i
S=c1[nH]nc(-c2ccccn2)n1/N=C/c1ccc(-c2ccccc2Br)o1,i
CCc1ccc(C)[n+](Cc2ccc(Cl)c(Cl)c2)c1,i
CC(C)c1ccc(/C=c2\s/c(=C\C(=O)C(C)(C)C)[nH]c2=O)cc1,i
CC(=O)c1cc(Cl)sc1Cl,i
Cc1cc(=O)[nH]c(NNS(=O)(=O)c2ccc3ccccc3c2)n1,i
CC1C/C(=N\NC(=S)NCC2CCCO2)CC(C)(C)C1 (stereo not drawn),i
c1ccc2c(c1)SCCN2c1ncnc2sc3c(c12)CCCC3,i
Cc1cc(S(=O)(=O)NC(C)(C)C)c(C)cc1Cl,i
C(=N\n1cnnc1)/c1c[nH]c2ccccc12,i
CCOC(=O)C1=C(C)NC(=S)NC1c1ccco1 (stereo not drawn),i
Cc1nc2nc(C(F)(F)F)nn2c(C)c1CCC(=O)O,i
NCCNc1ccc([N+](=O)[O-])cc1,i
O=[N+]([O-])c1ccc(N/N=C2/CCSC2)c(S(=O)(=O)Nc2ccc(Cl)cc2)c1,i
C/C=C/C=C/C(=O)OCC1=C(C(=O)OCC)C(c2cccs2)NC(=O)N1 (stereo not drawn),i
C=Cc1cc[n+](Cc2nc3ccccc3c(=O)[nH]2)cc1,i
Cc1cc(O)c(C=Nc2ccc(Cl)cn2)c(=O)o1,i
O=C1c2ccccc2NC(c2ccccn2)N1c1ccc2c(c1)OCO2 (stereo not drawn),i
FC(F)(F)c1cc(-c2ccccc2)nc2nc3ccccc3n12,i
CC(=O)c1c(C)[nH]c(C(=O)C(C)Sc2nnc(-c3cccs3)n2C2CC2)c1C (stereo not drawn),i
FC(F)Sc1nc2ccccc2n1CN1CCN(c2ccccc2)CC1,i
CCN=c1scc(-c2ccc(OC(F)F)cc2)n1/N=C/c1ccc2c(c1)OCO2,i
Cc1cc(C(C)(C)c2cc(C)n(-c3ccc(Br)cc3)c2C)c(C)n1-c1ccc(Br)cc1,i
FC(F)Oc1ccc(/C=N/N=C(c2ccccc2)c2ccccc2)c(OC(F)F)c1,i
FC(F)(F)c1cnc(N2CCN(Cc3cc(Cl)c4c(c3)OCCCO4)CC2)c(Cl)c1,i
S=C1NC2=C(CCCC2=C2SCCS2)C(c2ccccc2)N1 (stereo not drawn),i
CN(CC1COc2ccccc2O1)c1cc(=O)n2cc(Cl)ccc2n1 (stereo not drawn),i
OC(COc1ccc2oc3ccccc3c2c1)COc1ccc2oc3ccccc3c2c1,i
S=C(N=c1sccn1Cc1ccccc1Cl)NCC1CCCO1 (stereo not drawn),i
OCC1OC(Oc2ccccc2Cl)C(O)C(O)C1O (stereo not drawn),i
CC(C)c1cc(N)on1,i
O=c1[nH]c(CNCCO)nc2ccsc12,i
O=C(Cn1cnc2sccc2c1=O)NC(=O)NC1CCCCC1,i
Oc1cccc(-n2cnnn2)c1,i
Fc1ccc(COn2nnc3ccc(Cl)cc32)cc1,i
COC(=O)C1=C(C)NC(C)=C(C(=O)OC)C1C(=O)OCC(C)=O,i
O=c1[nH]nc2ccccn12,i
O=S1(=O)CC/C(=N\NS(=O)(=O)c2ccc(Br)cc2)c2ccccc21,i
CCCn1c(=S)[nH]c2sc3c(c2c1=O)CCC3,i
C=CCNc1ccc(S(C)(=O)=O)cc1[N+](=O)[O-],i
CC(=O)c1c(C)[nH]c(-c2csc(N3CCCC3)n2)c1C,i
C/C(=N\N=C(N)N)c1ccc(F)cc1,i
O=c1oc2cc(O)ccc2cc1-c1ccc2c(c1)OCO2,i
COc1ccc([N+](=O)[O-])cc1N=P(Nc1nccs1)(c1ccccc1)c1ccccc1,i
CN=c1scc(-c2ccc(Br)cc2)n1/N=C/c1cc(Br)ccc1OC,i
C(#Cc1ccccc1)C[N+]1(Cc2ccccc2)CCCCC1,i
CC(C)n1nccc1NC(=O)c1ccc(=O)n(C)n1,i
O=[N+]([O-])c1cccc(C2Oc3ccccc3C3CC(c4ccc5c(c4)OCCO5)=NN32)c1 (stereo not drawn),i
Nc1ncnc(N/N=C/c2c[nH]c3ccccc23)c1[N+](=O)[O-],i
Cc1nc2sccn2c1-c1nc(C2CCCC2)c(C(=O)C(C)(C)C)s1,i
OCCCc1nc2ccccc2n1CCCOc1ccccc1,i
O=c1oc2cc(Oc3nc(CN4CCOCC4)nc4sc5c(c34)CCC5)ccc2c2c1CCC2,i
Brc1ccc(Sc2ncnc3sc4c(c23)CCCC4)cc1,i
Cc1cc(C)c(C2=CSC3=NS(=O)(=O)CCN23)cc1C,i
C=CCN1C(=O)/C(=C2\SC(=S)N(CC)C2=O)c2ccccc21,i
Cc1csc(SCC(=O)Nc2cc(C)on2)n1,i
Cc1noc(C)c1CC(=O)NCCC1=CCCCC1,i
# The list continues:
SMILES,PL synth Enamine
CN1/C(=C2\C=NN(c3ccccc3)P2(=Nc2ccc(Br)cc2)N2CCOCC2)C(C)(C)c2ccccc21 (stereo not drawn),i
O=S(=O)(CCSc1ccc(Cl)cc1)OCC(F)(F)F,i
Clc1cc(CSc2nnc(-c3ccc4c(c3)OCO4)o2)cc2c1OCCO2,i
Cn1c(=O)c2c(ncn2CC(=O)N2N=C3/C(=C/c4ccco4)CCCC3C2c2ccco2)n(C)c1=O (stereo not drawn),i
c1cncc(-c2nc(N3CCCC4CCCCC43)c3ccccc3n2)c1 (stereo not drawn),i
CCOC(=O)c1cc2c(=O)n3ccccc3nc2n(CC(C)C)c1=NC(=O)C(C)(C)C,i
C=C1c2ccccc2NC(=S)N1c1ccc(OC)cc1,i
FC(F)(F)c1ccc(Oc2ccc3cc(Br)ccc3c2)nc1,i
CCCCNc1nnc(SCC(=O)c2c(N)n(C3CC3)c(=O)[nH]c2=O)s1,i
Cc1cc(CSc2nnc(-c3ccc(C(C)(C)C)cc3)o2)no1,i
O=C(CSc1nc2sc3c(c2c(=O)n1Cc1ccco1)CCC3)NNC(=O)c1ccco1,i
c1ccc(-c2cc(Sc3nnnn3-c3ccccc3)nc3cc4c(cc23)OCCO4)cc1,i
CN(C)S(=O)(=O)N1CCN(c2ccc([N+](=O)[O-])c(NC3CC3)c2)CC1,i
CCNC(=S)NS(=O)(=O)c1cccs1,i
CN1/C(=C\P(=S)(/C=C2/N(C)c3ccccc3C2(C)C)OCCC23CC4CC(CC(C4)C2)C3)C(C)(C)c2ccccc21,i
CC(=O)N1CCC(Nc2nc(CN3CCOCC3)nc3sc4c(c23)CCC(C)C4)CC1 (stereo not drawn),i
CCN1C(=S)SC(=O)C1=C1C=C(C)N(Cc2ccco2)C(C)=C1,i
c1ccc(Oc2nc(-c3cccs3)nc3ccccc23)cc1,i
c1cnc(Sc2nc3ccccc3s2)nc1,i
C/C=C/C=C/C(=O)OCC(=O)NC(=O)NC(C)(C)C,i

# Arranged by formula weight (falling): some entries from above
SMILES,PL synth Enamine
CCCCNc1nnc(SCC(=O)c2c(N)n(C3CC3)c(=O)[nH]c2=O)s1,i
CN(C)S(=O)(=O)N1CCN(c2ccc([N+](=O)[O-])c(NC3CC3)c2)CC1,i
FC(F)(F)c1ccc(Oc2ccc3cc(Br)ccc3c2)nc1,i
c1ccc(Oc2nc(-c3cccs3)nc3ccccc23)cc1,i
C=C1c2ccccc2NC(=S)N1c1ccc(OC)cc1,i
c1cnc(Sc2nc3ccccc3s2)nc1,i

# (cont.)
SMILES,PL synth Enamine
C=CCn1c(P(C)(=O)N2CCCCC2)nc2ccccc21 (stereo not drawn),i
C[n+]1ccccc1N,i
Cc1csc2nc(CN3CCN(Cc4cccs4)CC3)cc(=O)n12,i
O=C1NC(c2ccccc2)=C(C(=O)C(F)(F)F)C(c2ccccc2C(F)(F)F)N1 (stereo not drawn),i
Nc1nc2ccc3c(c2s1)CCCC3,i
Clc1ccc(-c2nnc(COc3ccc4c(c3)OCO4)o2)cc1,i
COCCNC(=S)N/N=C1/C=C(C)CC1,i
O=C(Cn1cc([N+](=O)[O-])ccc1=O)N1CCCC1,i
O=S(=O)(NCCN1CCOCC1)c1ccc2c(c1)CCC2,i
Cc1nnsc1C(=O)O,i
Cc1noc(C)c1S(=O)(=O)N1CCN(CN2C(=O)CC3(CCCC3)C2=O)CC1,i
Cc1ccc(/C=C/C(=O)OCC(=O)c2cc(C)n(CC3CCCO3)c2C)o1 (stereo not drawn),i
O=C(O)CCC(CNS(=O)(=O)c1ccc(Cl)s1)C(F)(F)F (stereo not drawn),i
C=CCNC(=S)Nc1cccc(NC(=S)NCC=C)c1,i
O=C(O)CCNC(=O)c1ccc([N+](=O)[O-])o1,i
Cc1cc(=O)n2nc(CSc3nnc(C4CC4)n3C3CC3)sc2n1,i
O=c1[nH]nc(N2CCCCCC2)c(=O)[nH]1,i
O=C1NC2(Oc3ccc(Br)cc3C3CC(c4ccccc4)=NN32)/C(=C/c2ccccc2)S1 (stereo not drawn),+
Sc1ccc2c(c1)OCCCO2,i
Clc1cccc(N=C2NN=C(c3cc4ccccc4o3)CS2)c1,i

# Shown as labelled records: entries from further up
C=CCn1c(P(C)(=O)N2CCCCC2)nc2ccccc21 (stereo not drawn)
  PL synth Enamine: i

Cc1csc2nc(CN3CCN(Cc4cccs4)CC3)cc(=O)n12
  PL synth Enamine: i

C[n+]1ccccc1N
  PL synth Enamine: i

Cc1noc(C)c1S(=O)(=O)N1CCN(CN2C(=O)CC3(CCCC3)C2=O)CC1
  PL synth Enamine: i

# (more compounds)
SMILES,PL synth Enamine
Cc1nc(Sc2nnc(-c3cccs3)n2CC2CCCO2)c2c3c(sc2n1)CC(C)CC3 (stereo not drawn),i
CCC(C)Cc1c(C)sc2nc(CSc3nnnn3C3CCCC3)[nH]c(=O)c12 (stereo not drawn),i
O=S(=O)(c1ccc(SCc2cc3c(cc2Br)OCO3)nc1)N1CCCC1,i
Cc1cc(C)n(-c2nc(C)nc3sc4c(c23)CCCC4)n1,i
CC(C)CSc1n[nH]c(=S)s1,i
O=P1(N2CCN(Cc3ccccc3)CC2)C=C(c2ccccc2)SC(c2ccccc2)=C1,i
COc1ccc(OCCSc2nc3nc(C)cc(C)n3n2)cc1,i
Nc1nc(CSc2nnnn2C2CCCC2)nc(Nc2ccccc2)n1,i
CC(C)C(Sc1nnc(C2CC2)n1C1CC1)C(=O)NC(N)=O (stereo not drawn),i
O=C(N=C1N=C2C=CC(I)=CN2Cc2ccccc21)C(c1ccccc1)c1ccccc1,i
c1ccc2c(c1)CC/C2=N/Nc1nc2ccccc2[nH]1,i
Fc1ccc(C2Nc3ccccc3Nc3c2c(-c2ccccc2)nn3-c2ccccc2)cc1 (stereo not drawn),i
Cc1nc(NC2CCS(=O)(=O)C2)c2c3c(sc2n1)CCC3 (stereo not drawn),i
c1ccc(-c2c3c(nc4ccccc24)Cc2ccccc2-3)cc1,i
O=C(OCc1nc(-c2cccs2)no1)C1CC2CCCC(C1)C2=O (stereo not drawn),i
Cc1cc(-n2c(C)cc(C(=O)COC(=O)C(C)Nc3ncnc4sc(C)c(C)c34)c2C)no1 (stereo not drawn),i
O=[N+]([O-])c1cc(Cl)cc(/C=N/N2CCOCC2)c1O,i
O=c1[nH]c(-c2ccc(Br)cc2)nc2sc3c(c12)CCCC3,i
Oc1c(C(Nc2nccs2)c2cccnc2)ccc2cccnc12 (stereo not drawn),i
Cc1ccc(C(C)C)cc1OS(=O)(=O)c1c(C)c(C)cc(C)c1C,i
O=C(/C=C/c1ccc(Br)o1)N=C1N=C2C=CC(Br)=CN2Cc2ccccc21,i
CC1(C)CC(=O)C/C(=N\NC(=O)C(N)=O)C1,i
COCCNC(=S)NNc1c(Cl)cc(Cl)cc1Cl,i
CCN(CC)S(=O)(=O)c1cccc(-c2nn(CN(CC(C)C)CC(C)C)c(=S)n2Cc2ccccc2)c1,i
CC1(C2CC2)NC(=O)N(Cc2cc(=O)n3ccsc3n2)C1=O (stereo not drawn),i
O=C1C2CC=CCC2C(=O)N1CC(=O)N1N=C2/C(=C/c3cccs3)CCCC2C1c1cccs1 (stereo not drawn),i
CC1CCCC(C)N1/N=C/c1cc(Br)cc(Br)c1O (stereo not drawn),i
Oc1c(C(Nc2ncccn2)c2ccco2)ccc2cccnc12 (stereo not drawn),i
COc1ccc(-c2noc(CSc3nnc(C4CC4)n3C)n2)cc1OC,i
COc1cc2c(cc1OC)C(c1cccs1)N(S(=O)(=O)c1cccs1)CC2 (stereo not drawn),i
CCCS(=O)(=O)N1CCC(C(=O)O)CC1,i
CN=c1scc(-c2ccc(F)cc2)n1/N=C/c1cccc(C(F)(F)F)c1,i
O=[N+]([O-])c1ccc(-n2nnc3ccccc32)c(Cl)c1,i
CCCCCC(C)Nc1ncnc2sc3c(c12)CCC3 (stereo not drawn),i
CNC(=O)NC(=O)COC(=O)CC12CC3CC(CC(C3)C1)C2,i
CCCn1c(=S)[nH]c2sc(CC)cc2c1=O,i
O=C1OCCC1Sc1ncnc2sccc12 (stereo not drawn),i
CS(=O)(=O)N1CCCCC1C(=O)O (stereo not drawn),i
CN(C)/N=C/c1cc([N+](=O)[O-])ccc1O,i
Cc1cc(=S)oc2ccccc12,i
O=S(=O)(Nc1ccc2c(c1)CCC2)c1cc(Cl)cc(Cl)c1,i
